Source: PubChem BioAssay (several laboratories)
NR2E3 ag-1 – activates human photoreceptor nuclear receptor NR2E3. 320,000 compounds, 0.12% hits. AID 2300. Q9Y5X4. inhibition of corepressor binding, % at 4.78 µM. GST-NR2E3/biotin-RetCOR TR-FRET, 1536-well;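 active = percent inhibition above the cutoff of mean plus 3 SD of all tested compounds, set per screening campaign, cut at about 20% in these data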;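 also: 0% = DMSO wells and 100% = biotin wells as full block of FRET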
Target sequence (Q9Y5X4 whole entry, looked up): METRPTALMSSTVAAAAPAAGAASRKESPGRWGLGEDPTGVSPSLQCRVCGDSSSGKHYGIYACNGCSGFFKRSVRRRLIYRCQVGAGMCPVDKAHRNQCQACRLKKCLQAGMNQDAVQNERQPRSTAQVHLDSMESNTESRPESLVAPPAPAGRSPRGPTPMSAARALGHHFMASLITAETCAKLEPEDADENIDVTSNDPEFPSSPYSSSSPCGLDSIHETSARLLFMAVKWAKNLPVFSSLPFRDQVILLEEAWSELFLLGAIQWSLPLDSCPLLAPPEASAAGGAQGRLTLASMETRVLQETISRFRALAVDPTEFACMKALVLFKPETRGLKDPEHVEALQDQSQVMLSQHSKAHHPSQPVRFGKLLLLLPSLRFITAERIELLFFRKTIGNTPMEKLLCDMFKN
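Test system: GST-NR2E3 and biotin-RetCOR proteins | Quantity: 1.35 nM GST-tagged NR2E3 final | Medium: Tris pH 7.5 | Also added: 7 nM biotin-RetCOR | Dosing: Compound at 4.8 µM, single dose | Timing: 5 h at 4 °C | Detection: Time-resolved FRET | Read-out basis: Percent inhibition | Benchmarks: Biotin wells as high control, 0.6% DMSO wells as low control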
CF NFkB inh – cystic fibrosis NF-kB activation inhibition. inhibition, % at 5 µM. 360,000 compounds, 0.86% hits. AID 588850. KKLEB NF-kB-GFP reporter, PAF-induced, GFP fluorescence overnight;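 active = at least 50% inhibition at 5 µM, scaled per plate between neutral and stimulator controls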;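 also: PAF is a Pseudomonas aeruginosa culture filtrate used as stimulus; plate controls were PAF-stimulated DMSO wells for no effect and unstimulated DMSO wells for full effect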
KKLEB cytotox – CF airway cell cytotoxicity counter-screen; 360,000 compounds, 0.36% hits; KKLEB CF airway cells viability, ATPlite luminescence, overnight; hits give low values; cells stimulated with P. aeruginosa culture filtrate; activity change (cytotoxicity), % at 5 µM;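 active = corrected activity change at or below -50% at 5 µM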
Shn3 inh set2 – reduces Shn3 3'UTR luciferase signal in osteoblasts | Clone20 osteoblast Shn3 3'UTR firefly luciferase, 24 h | inhibition, % at 12.5 µM | 360,000 compounds, 0.52% hits | AID 588674;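 active = mean inhibition of at least 75% with every replicate also reaching 75%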;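 also: 0% = median of neutral control wells and 100% = pilot-screen positive control compound; some compounds past the cut are filed as inactive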
Vif inh – inhibitors of HIV Vif | 340,000 compounds, 0.35% hits | inhibition, % at 7.49 µM | HEK293T cells, Vif self-association by quenched fluorescence, imaging, 24 h; in the data active = inhibition above about 50%, passing the limit was not always enough; also: some results filed as inactive read as strong as hits
Peg3 promoter – inhibitors of Peg3 promoter; HeLa PEG-Prom luciferase reporter, luminescence, overnight; inhibition, % at 20 µM; 360,000 compounds, 1.7% hits; AID 588405;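 active = inhibition of at least 50% at 20 µM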
CaV13 ICDI inh – Disruptors of the CACNA1D IQ motif to Ca2+-dependent inactivation inhibitor domain association, primary screening, Förster resonance energy transfer in intact living … | HEK cells, CFP/YFP FRET ICDI-IQ, plate reader, 10 min; percent FRET-ratio fall versus neutral wells | inhibition, % at 12.3 µM | 340,000 compounds, 0.098% hits | AID 743397;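 active = mean replicate inhibition of at least 30% and at least 1% of replicates passing that level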;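 also: 0% = median of the neutral control wells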
NR2E3 ag-2 – agonists of human NR2E3 nuclear receptor | AID 602229 | CHO-S Gal4-NCOR/VP16-NR2E3 two-hybrid, luciferase | inhibition of corepressor binding, % at 3.98 µM | Q9Y5X4 | 360,000 compounds, 0.35% hits;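 active = inhibition above the mean of all tested compounds plus 3 SD, cut at about 70% in these data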;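 also: 0% = DMSO with NR2E3 transfected cells and 100% = cells lacking NR2E3 construct; higher means lower luciferase signal from less NR2E3 corepressor binding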
HIF-2a block – HIF-2a inhibition; 786-0 RCC cells HIF-2a reporter, luciferase luminescence, overnight; inhibition, % at 18.8 µM; 360,000 compounds, 0.72% hits; AID 624352;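 active = inhibition of the luminescence signal of 40% or more relative to plate controls, in a single-dose primary screen at 18.75 µM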
PDI turbidity – PDI (human) enzyme inhibition | P07237 | PDI insulin aggregation turbidity, A650, 90 min | inhibition, % at 10 µM | 350,000 compounds, 0.052% hits;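 active = mean inhibition across replicates of 30% or more, whatever share of single replicates reach that level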;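 also: absorbance from insulin aggregation driven by PDI reduction with DTT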
Target sequence (P07237 whole entry, looked up): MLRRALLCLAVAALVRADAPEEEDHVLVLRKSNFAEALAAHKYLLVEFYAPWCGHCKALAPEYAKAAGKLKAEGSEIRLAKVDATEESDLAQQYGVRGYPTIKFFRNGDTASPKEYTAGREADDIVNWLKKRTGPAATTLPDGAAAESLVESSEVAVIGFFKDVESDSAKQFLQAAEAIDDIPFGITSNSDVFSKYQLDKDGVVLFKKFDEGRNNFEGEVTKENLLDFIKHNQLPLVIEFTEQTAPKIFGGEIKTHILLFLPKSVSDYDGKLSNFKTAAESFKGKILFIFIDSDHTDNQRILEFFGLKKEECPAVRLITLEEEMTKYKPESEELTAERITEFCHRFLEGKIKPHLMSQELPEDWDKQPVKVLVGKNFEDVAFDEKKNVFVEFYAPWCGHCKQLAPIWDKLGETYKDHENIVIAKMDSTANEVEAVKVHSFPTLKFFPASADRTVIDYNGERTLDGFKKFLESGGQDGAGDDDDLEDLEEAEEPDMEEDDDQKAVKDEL
TRPM1 prom inh – MITF TRPM1 promoter inhibition in SK-MEL-5 cells. SK-MEL-5 TRPM1 promoter luciferase, 24 h. inhibition, % at 12.5 µM. 330,000 compounds, 0.83% hits. AID 488899;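 active = mean inhibition across replicates of 60% or more, whatever share of single replicates reaches that level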; also: values of inactives mirror those of a sister screen read the other way
* hit, by the source's call; x = not tested or not shown.

SMILES | NR2E3 ag-1 | CF NFkB inh | KKLEB cytotox | Shn3 inh set2 | Vif inh | Peg3 promoter | CaV13 ICDI inh | NR2E3 ag-2 | HIF-2a block | PDI turbidity | TRPM1 prom inh
O=C(Nc1cccc(S(=O)(=O)N2CCOCC2)c1)C1CCN(S(=O)(=O)c2ccccc2)CC1 | 1 | 27 | -10 | 7 | 1 | 19 | -13 | 3 | 11 | -2 | -10
CN(C)CCCN(Cc1ccccc1)C(=S)Nc1ccc(F)c(Cl)c1 | -4 | 18 | 3 | -6 | 12 | -11 | -2 | 7 | 4 | 5 | 11
O=C(Nc1nc2ccsc2c(=O)s1)c1ccc(Cl)cc1 | -8 | -8 | 8 | -31 | -10 | -225 | -4 | -22 | -218 | 9 | -11
Brc1ccc(CNc2ccc3ncccc3c2)cc1 | x | -1 | 5 | -1 | -1 | -357 | -8 | 16 | -276 | 7 | -4
COc1ccc(S(=O)(=O)N2CCOCC2)cc1C(=O)Nc1ccon1 | -1 | 3 | 16 | 3 | 11 | -4 | -5 | -15 | 6 | -2 | 3
CCOC(=O)N1CCC(c2nc(C)sc2C(=O)O)CC1 | -2 | 4 | -6 | -64 | -3 | -7 | -8 | -15 | -19 | 11 | 3
COC(=O)c1ccc(CNC(=O)COC(=O)CCN2C(=O)C3CC=CCC3C2=O)cc1 (stereo unspecified) | -1 | 5 | -8 | 5 | 21 | 2 | -5 | -36 | 16 | 1 | -6
CC(=O)c1cccc(CN2CCCC(C(=O)Nc3cccc(-n4cccn4)c3)C2)c1 (stereo unspecified) | 2 | 3 | 5 | -16 | x | 19 | -7 | 1 | 8 | 3 | 4
COCC(=O)n1nc(-c2ccc(Cl)cc2)nc1NCc1ccc(F)cc1 | -1 | 0 | -7 | -54 | -21 | -46 | -8 | -28 | -96 | 5 | -30
CCN1C(=O)/C(=C/N2CC(C)CC(C)C2)SC1=S (stereo unspecified) | -1 | 1 | 9 | -2 | -2 | -20 | x | -18 | -3 | -4 | 2
Cc1ccc(C2=NN(S(=O)(=O)c3ccccc3)C(c3ccco3)C2)cc1 (stereo unspecified) | -1 | -9 | -8 | 53 | -9 | 21 | -3 | -19 | -3 | 0 | 7
COC(=O)C(Cc1ccc(O)cc1)NC(=O)CCNC(=O)c1ccco1 (stereo unspecified) | 1 | -5 | 5 | -1 | 20 | -9 | -5 | -23 | 0 | -29 | 9
O=C(Nc1ccc2c(c1)OCCO2)NC12CC3CC(CC(C3)C1)C2 | -1 | 12 | -3 | -67 | -13 | -348 | -6 | -93 | -173 | -6 | -54
COc1cccc(COC(=O)CCNC(=O)c2ccc(Br)cc2)c1OC | 6 | 15 | 3 | -3 | -3 | -13 | -3 | 5 | 2 | 0 | 6
COCCNC(=S)N=Nc1c(O)[nH]c2c(C)cc(C)cc12 | -1 | -22 | 0 | -2 | -2 | 27 | -5 | -17 | 26 | -5 | 5
Cc1ccc(CN2[C@@H](c3ccccc3)COCCS2(=O)=O)cc1 | -4 | 2 | -9 | -5 | 10 | 5 | -11 | -45 | 13 | 0 | -5
Cc1cc(C(=O)CN2C(=O)C(=O)N(Cc3ccccc3)C2=O)c(C)n1-c1ccc2c(c1)OCCO2 | 0 | 7 | -14 | 7 | -2 | 22 | 1 | -25 | 15 | 3 | -4
Cc1nnc(N2CCOCC2)c2nn(-c3ccccc3)c(C)c12 | -4 | 13 | 6 | -21 | 9 | 12 | -4 | 5 | 24 | 1 | 7
Cc1ccccc1-c1nc(CN2CCCC2c2ccc(F)cc2)c(C)o1 (stereo unspecified) | -1 | 11 | 7 | 5 | 4 | 17 | -4 | -10 | 1 | 0 | 17
CCCCOc1cccc(C2(C(=O)O)CCCC2)c1 | -3 | 3 | 4 | -7 | 6 | 12 | -1 | 0 | 16 | -10 | -1
Cc1ccc(-n2cc(CNCCCn3cccn3)c(-c3cccc(C)c3)n2)cc1 | 1 | 17 | -27 | 15 | 1 | 85* | -2 | -7 | -32 | 2 | 79*
O=C(Nc1ccccc1C(=O)N1CCCC1)c1ncoc1-c1cccc(Cl)c1 | 2 | 2 | -16 | 17 | 15 | 29 | -5 | -25 | 17 | -6 | 23
Cc1ccc(CNC(=O)Cn2c(=O)c3sccc3n(Cc3ccc([N+](=O)[O-])cc3)c2=O)cc1 | 2 | -15 | -2 | 26 | -4 | 22 | -3 | 10 | 16 | -2 | 9
O=C1NC(Cc2ccc(O)cc2)c2nc3ccc(F)cc3c(=O)n2-c2cc(Cl)ccc21 (stereo unspecified) | x | 1 | 3 | 2 | 1 | 2 | -9 | -2 | 12 | 14 | -1
O=[N+]([O-])c1cc(C(F)(F)F)ccc1Sc1ccccn1 | 1 | 5 | 5 | -6 | 9 | 4 | -2 | -6 | 12 | 0 | -2
Cn1c(C(=O)NCCN2CCc3ccccc3C2)cc2c(=O)n(C)c3ccccc3c21 | 0 | 0 | 9 | 8 | -2 | 17 | -5 | -12 | 19 | x | x
C/C(=N/NC(=O)CCc1ccccc1)c1ccc2c(c1)OCO2 | x | -35 | 19 | 10 | -2 | -26 | -6 | -25 | -8 | -10 | -16
CCCN1CCC(=O)N([C@H](COc2ccccc2)CC(C)C)CC1 | -3 | 12 | -21 | -15 | -6 | -29 | -5 | -28 | -24 | -2 | 6
COc1cc(/C=C2\C=CC(=O)O2)cc(OC)c1 | -3 | -29 | 6 | -16 | 1 | -28 | -4 | -14 | -51 | 0 | -14
CC[C@@H](C)[C@@H]1CN([C@@H](CN2CCC[C@H]2CN2C(N)=NC[C@H]2C(C)C)C(C)C)C(=N)N1CCCC1CCCC1 | x | 3 | -7 | -8 | x | -6 | -9 | -15 | 0 | 6 | -1
COC(=O)c1ccc(COC(=O)C(NC(=O)Cc2ccccc2)C(C)C)cc1 (stereo unspecified) | x | 15 | -9 | -5 | -6 | 15 | -5 | -10 | -5 | 7 | -5
COc1ccc(C(=O)NC(=O)COC(=O)CCS(=O)(=O)c2ccc(C)cc2)cc1 | x | 25 | -17 | 5 | -5 | 11 | -6 | 20 | 11 | -10 | 1
COc1ccc(N/N=C(/C(C)=O)N2CCCc3ccccc32)cc1 | 3 | -16 | -6 | 3 | -1 | 12 | -4 | 21 | -10 | -1 | 8
Cc1cc2n(n1)C(c1cn(-c3ccccc3)nc1C)Nc1ccccc1-2 (stereo unspecified) | 0 | -27 | 10 | -24 | -3 | -7 | -3 | -10 | -4 | -3 | -3
COC(=O)CSc1nc(N)nc(C)c1Br | -2 | -2 | 7 | -4 | -7 | -12 | 0 | -23 | 11 | 0 | -8
COc1ccc(-n2c(-c3ccc(OC)c(OC)c3)n[nH]c2=S)cc1 | -3 | -8 | 5 | -5 | 5 | 14 | -4 | -28 | 21 | -2 | 2
O=C(Nc1ccccc1-c1nnn(CC(=O)N2CCc3ccccc3C2)n1)C1CCC1 | 1 | 7 | -3 | -5 | 22 | 17 | x | 10 | 12 | 1 | 1
NC(=O)CNC(=O)[C@@H]1CC2(CC(c3ccc(Cl)cc3)=NO2)CN1C(=O)c1ccc(Br)cc1 (stereo partly specified) | -1 | -25 | -9 | -15 | -6 | -2 | -11 | 13 | 3 | -20 | 4
O=C(CNCCC1=CCCCC1)Nc1ccccc1N1CCCCCC1 | -1 | 26 | -14 | 77 | 4 | 19 | -3 | -28 | 22 | 1 | 6
O=C(NC1CCCCCCC1)c1cccc(Cl)c1 | 0 | -13 | 6 | -54 | -3 | -182 | -4 | -63 | -228 | 3 | -56
O=C(C1CCCN(Cc2cccc(F)c2)C1)N1CCCCC1 (stereo unspecified) | -1 | -1 | -3 | -21 | -3 | 12 | x | -8 | 14 | -3 | 8
CCc1nc2c(OCc3cc(Cl)cc(Cl)c3)cccn2c1N(C=O)Cc1ccc(OC)cc1 | x | 22 | -16 | 2 | -14 | 29 | -11 | 1 | -20 | 13 | x
CC(N)c1csc(Nc2ccc(C(=O)c3ccccc3)cc2)n1 (stereo unspecified) | x | -15 | 13 | -6 | 1 | -21 | -6 | -18 | -18 | 9 | x
Cc1ccc(NC(=O)CNC(=O)Cc2cccc3ccccc23)c(O)c1 | -7 | 0 | -8 | 9 | -8 | -6 | -3 | -17 | -3 | -1 | 0
Cc1ccccc1-c1nc(CS(=O)(=O)CC(=O)NCCCN2CCCC2=O)c(C)o1 | 0 | -6 | -3 | -3 | -3 | 18 | -2 | -30 | 5 | x | 7
CNC(=S)NNC(=O)c1sccc1OCc1ccc(Cl)cc1Cl | -1 | -28 | 2 | -5 | -16 | 2 | -3 | -18 | 13 | 0 | 11
Cc1cccc(OC(=O)c2sc3ncn(C)c(=O)c3c2C)c1 | 2 | -9 | 4 | -31 | -2 | -302 | -7 | -24 | -205 | 1 | -87
Cc1cccc(-n2c(=S)[nH]c3c(oc4ccccc43)c2=O)c1 | 37* | -6 | 1 | -7 | -6 | -16 | -4 | -9 | -57 | 2 | 16
Cc1cc(NC(=O)c2ccc(Cl)cc2Cl)n(-c2ccccc2)n1 | x | -4 | -8 | 1 | -4 | -19 | -4 | -15 | -19 | -3 | x
Cc1c(-c2ccccc2)[n+](=O)c2c(n1[O-])CCCCC2 | -1 | 4 | -1 | -42 | 1 | 6 | -5 | -26 | 12 | -4 | 11
Cc1cc(C(=O)N/N=C/c2cccnc2)cs1 | -3 | -8 | 6 | -37 | -1 | -43 | -6 | -57 | -96 | 1 | -17
COc1ccc(CN(C(=O)/C=C/c2ccccc2Cl)C2CCS(=O)(=O)C2)cc1 (stereo unspecified) | 1 | 16 | 1 | 16 | -2 | 2 | -2 | -11 | -59 | 3 | -15
CN(C)CCCN(C(=O)c1ccc(S(=O)(=O)N2CCc3ccccc3C2)cc1)c1nc2ccc(F)cc2s1 | 1 | -20 | -38 | -3 | 10 | 104* | -4 | 8 | 73* | 2 | 73*
CCN(CC)S(=O)(=O)c1ccc2oc(C(=O)NC(C)C)c(C)c2c1 | 1 | 10 | -10 | 13 | -10 | 13 | -3 | 33 | -3 | -14 | 10
COC(=O)C[C@@H]1C[C@H]2c3cc(NS(=O)(=O)c4ccccc4)ccc3O[C@H]2[C@@H](CO)O1 | x | 5 | 1 | -1 | -5 | -1 | -8 | -47 | -2 | -13 | x
COc1ccc(S(=O)(=O)N2CCCCCC2)cc1NC(=O)Cc1cc(OC)c(OC)c(OC)c1 | 1 | -11 | 0 | 4 | -5 | 20 | -5 | -10 | 27 | -4 | 9
